Screening results from PubChem.
CCT modulator: changes cytosolic chaperonin activity | purified chaperonin ATPase assay, HTRF ADP detection, 30 min | AID 651819 | 360,000 tested, 0.3% active | activity change, % (no concentration beside the values), hits read low; in the data active = activity change below about -30%; also: % is scaled to controls: 0 for no effect and ±100 for the full control effect
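Enzyme 40 or 20 nM (batch-dependent) in Tris pH 7.4/KCl/MgCl2/DTT; cpd 76 uM single point; ATP 10 uM; 30 min 37 °C; Transcreener ADP HTRF detection, 30 min RT; ratio 665/615.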
EPAC2 agonist: activates human EPAC2 exchange factor. Potency, µM (titrated, usually from 154 µM), for inactives: at the top dose activation, actives largely listed as activators. Q8WZA2. 360,000 tested, 0.079% active. EPAC2 activation, biochemical qHTS; response scale: 100% = 6.5 mM cAMP response; also: potency is read from the fitted curve at half-maximal effect; nearly all actives have a fitted effect of over 50% in size
Target sequence (Q8WZA2 whole entry, looked up): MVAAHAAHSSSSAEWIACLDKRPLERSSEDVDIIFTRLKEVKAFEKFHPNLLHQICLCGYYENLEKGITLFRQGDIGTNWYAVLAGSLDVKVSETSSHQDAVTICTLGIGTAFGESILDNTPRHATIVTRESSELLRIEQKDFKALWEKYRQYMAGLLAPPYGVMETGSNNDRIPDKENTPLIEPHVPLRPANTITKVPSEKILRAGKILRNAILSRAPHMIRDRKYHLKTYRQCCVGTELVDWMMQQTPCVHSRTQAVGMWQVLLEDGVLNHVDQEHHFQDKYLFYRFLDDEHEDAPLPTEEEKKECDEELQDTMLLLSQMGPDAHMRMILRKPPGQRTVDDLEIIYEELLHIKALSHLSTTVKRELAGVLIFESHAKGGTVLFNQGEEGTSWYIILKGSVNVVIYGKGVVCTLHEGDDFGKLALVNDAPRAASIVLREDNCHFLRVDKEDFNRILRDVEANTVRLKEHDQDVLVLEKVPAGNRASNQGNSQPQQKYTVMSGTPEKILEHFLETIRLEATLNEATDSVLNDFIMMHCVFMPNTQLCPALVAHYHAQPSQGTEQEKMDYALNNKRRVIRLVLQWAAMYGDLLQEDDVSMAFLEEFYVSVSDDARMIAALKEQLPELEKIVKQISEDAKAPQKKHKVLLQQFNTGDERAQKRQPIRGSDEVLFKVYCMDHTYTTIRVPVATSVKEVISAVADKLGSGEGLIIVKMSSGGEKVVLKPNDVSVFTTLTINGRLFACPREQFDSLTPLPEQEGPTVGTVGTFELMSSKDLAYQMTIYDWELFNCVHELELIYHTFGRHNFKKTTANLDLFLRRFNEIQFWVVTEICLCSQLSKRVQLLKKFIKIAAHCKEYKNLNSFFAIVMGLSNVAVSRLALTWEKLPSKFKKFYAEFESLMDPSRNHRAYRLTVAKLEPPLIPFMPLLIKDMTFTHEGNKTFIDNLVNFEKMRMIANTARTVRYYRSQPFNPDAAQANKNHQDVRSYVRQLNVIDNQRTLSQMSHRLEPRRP
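qHTS, titration series. 100 nM EPAC2 / 250 nM Rap1B-BODIPY-GDP / 50 uM GDP; RT; ex 480/em 540 nm, 5-min reads to 30 min. Norm. to 6.5 mM cAMP = activation.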
Mm-Cpn inhibitor: blocks the Methanococcus maripaludis chaperonin Mm-Cpn. purified Mm-Cpn ATPase, ADP Transcreener TR-FRET. 330,000 tested, 0.031% active. AID 504842. Potency, µM (highest dose often 76.9 µM), without a hit: at the highest dose activity, negative = inhibition, actives largely listed as inhibitors; also: potency is read from the fitted curve at half-maximal effect; % is scaled to controls: 0 for no effect and ±100 for the full control effect; nearly all actives have a fitted effect of over 80% in size
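ATP (10 uM final) was added to archaeal chaperonin (25 nM final) after 10 min exposure to test compound at 37°C; after 30 min further incubation, ADP was detected by competitive TR-FRET.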
A549 tox: A549 cytotoxicity, counter-screen for Nrf2 inhibitors. 390,000 tested, 0.16% active. A549 ARE-Fluc cells, CellTiter-Fluor viability, 18-24 h. Potency, µM (series often up to 46 µM), for the others: top-dose activity change, negative = cytotoxicity, actives largely listed as inhibitors; also: potency is read from the fitted curve at half-maximal effect; % is scaled to controls: 0 for no effect and ±100 for the full control effect
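A549 ARE_Fluc cells in 5% FBS OPTI-MEM were exposed to compounds in concentration-response for 18-24 h at 37 deg C. Viability was read by CellTiter-Fluor fluorescence (Ex 405/Em 525) after 30 min, before the luciferase read.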
Nrf2 block: Nrf2 pathway inhibition. A549 ARE-Fluc reporter, luciferase luminescence, 18-24 h. AID 504444. Potency, µM (highest dose often 46 µM), for the others: at the highest dose activity change, negative = inhibition, most hits filed as inhibitors. 360,000 tested, 2.1% active; also: potency is read from the fitted curve at half-maximal effect; % is scaled to controls: 0 for no effect and ±100 for the full control effect; nearly all actives have a fitted effect of over 60% in size
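A549 ARE_Fluc cells (5000/well, 5% FBS OPTI-MEM) pre-incubated 2 h, then treated with compounds 18-24 h at 37C/5% CO2 in concentration-response. CellTiter-Fluor viability read first; BugLite luciferase luminescence after 15 min at room temperature gives Nrf2 activity.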
Nrf2 activator: activators of Nrf2 (ARE) signaling | 410,000 tested, 0.31% active | AID 624171 | Potency, µM (top dose mostly 46.1 µM), for inactives: at the top dose activation, most hits filed as activators | AREc32 ARE-luciferase reporter (MCF7-derived line), luminescence, 24 h; also: potency is read from the fitted curve at half-maximal effect; % of control where 0% means no effect; nearly all actives have a fitted effect of over 65% in size
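Reporter line AREc32 (ARE-Fluc), seeded overnight in OPTI-MEM with 5% FBS; compound pin-transferred, 24 hr at 37 deg C, 5% CO2; luminescent read-out.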
EPAC2 antagonist: blocks human EPAC2 exchange factor. Potency, µM (series often up to 114 µM), for inactives: at the highest dose activity, negative = inhibition, most hits filed as inhibitors. 360,000 tested, 0.18% active. EPAC2 GEF exchange of Rap1B-BODIPY-GDP, fluorescence; also: potency is read from the fitted curve at half-maximal effect; % is scaled to controls: 0 for no effect and ±100 for the full control effect; nearly all actives have a fitted effect of over 45% in size; many of its hits are not listed in these tables
TGFb SMAD3 inh: blocks TGF-b signaling; HepG2 CAGA-GFP TGF-b/SMAD3 reporter, GFP fluorescence, 18 h; TGF-beta stimulated, 500 pg/mL final; 410,000 tested, 1.2% active; Potency, µM (doses to about 46.1 µM), inactives show at the top dose activity, negative = inhibition, most hits filed as inhibitors; also: potency is read from the fitted curve at half-maximal effect; % is scaled to controls: 0 for no effect and ±100 for the full control effect; nearly all actives have a fitted effect of over 65% in size
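HEPG2 CAGA-GFP cells (1000/well, DMEM with 1% FBS) were pre-incubated 2 h at 37 degrees C, given compound by pin tool, then stimulated with TGF-beta at 500 pg/mL final for 18 h before per-cell GFP fluorescence imaging.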
Akt phos inh: Akt phosphorylation inhibition; Neuro2A IGF-stimulated pAkt S473 HTRF, 20 min; stronger effect = lower value; activity change, % for hits at 50 µM; 360,000 tested, 0.32% active; in the data active = activity change below about -80%; inconclusive = mostly about -51% to -80%; also: % is scaled to controls: 0 for no effect and ±100 for the full control effect
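Neuro2A cells in DMEM with 0.5% FBS, overnight at 37 deg C, given compound at single 50 µM final, then IGF (6 nM final) for 20 min at 37 deg C. Lysed; phospho-Akt Ser473 by HTRF after 24 h, 665/615 ratio.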
* marks the source's active call; other numbers are inactive results; i = inactive; ? = inconclusive; nt = no result given; [ ] = dose if it differs, or a comment. Unless noted, calls follow the shape of the dose curve; as a rule, active = well fitted curve in the direction sought with a large enough effect; inconclusive = small, poorly fitted or top-dose-only effect, or another doubt; inactive = no such curve, though single readings can be large; an effect the other way counts as inactive or inconclusive. An excerpt; count on the stated rates, not on these rows.

SMILES	CCT modulator	EPAC2 agonist	Mm-Cpn inhibitor	A549 tox	Nrf2 block	Nrf2 activator	EPAC2 antagonist	TGFb SMAD3 inh	Akt phos inh
O=C(NN1CCOCC1)c1cccc2ccccc12	-0.4	3.3%	0.3%	-2.2%	2.6%	0.0%	9.4%	11.8%	i
CCCc1c(C(=O)NNc2ccccc2OC)cnn1-c1ccccc1	-0.4	11.3%	-0.4%	-0.4%	9.7%	3.8%	-10.6%	5.9%	i
Cc1cc(SCCC(=O)O)nc2c(C)cccc12	1.8	5.9%	-9.8%	1.0%	1.9%	-0.2%	16.3%	1.5%	i
COc1cccc(-n2c(=O)c3sccc3n(Cc3cc(=O)n4cc(Cl)ccc4n3)c2=O)c1	nt	nt	nt	-14.0%	-8.1%	4.6%	nt	?	nt
c1ccc(-c2nccc(-c3ccco3)n2)nc1	-7.3	6.4%	0.4%	-4.6%	?	?	1.1%	-19.7%	i
CSC(=N/N=C(\N)c1cnccn1)SC	-0.9	14.7%	1.2%	-4.4%	7.1%	0.2%	5.3%	-3.0%	i
CC(C)(C)OC(=O)N1CCC(C(N)=O)CC1	-2.0	8.5%	-3.0%	6.1%	16.5%	-1.6%	14.5%	-2.7%	i
COc1ccc(NS(=O)(=O)c2cc(C(=O)N(C)CCc3ccccn3)ccc2Cl)cc1	-1.5	-3.2%	nt	3.9%	-18.5%	-0.1%	16.9%	0.8%	i
Cc1cccc(NC(=O)c2ccc([N+](=O)[O-])s2)c1C	-0.8	0.2%	1.2%	-0.8%	-11.4%	2.4%	3.6%	11.2µM*	i
N#Cc1nc(Nc2cccc(Cl)c2)c2ncn(C3CCCC3)c2n1	nt	11.4%	-1.6%	?	?	0.7%	11.8%	?	nt
Cc1ccc(S(=O)(=O)NCC(=O)Nc2ccc(C(F)(F)F)cc2)cc1	2.4	1.9%	-1.1%	2.9%	nt	-1.3%	3.6%	?	i
O=c1ccc(N=Nc2ccccc2)ccc1O	-0.6	10.0%	3.3%	16.4µM*	?	21.9%	0.4%	-25.1%	i
Cc1cc(C)cc(NC(=O)c2ccc([N+](=O)[O-])o2)c1	-2.5	8.5%	-1.3%	-10.2%	?	?	-2.7%	11.2µM*	i
COc1ccc(S(=O)(=O)NCCc2c[nH]c3ccccc23)cc1OC	-0.8	13.1%	3.3%	-3.9%	-0.7%	-0.6%	1.1%	0.0%	i
CCCn1c(=O)c(C(=O)NNS(=O)(=O)c2ccc(Cl)cc2)c(O)c2ccccc21	-1.8	12.3%	0.5%	-17.5%	?	0.0%	-26.4%	?	i
Cc1cccc(C(=O)OCC(=O)N2CCCC2=O)c1[N+](=O)[O-]	0.6	-2.5%	-1.8%	-1.8%	2.6%	-1.5%	7.9%	-13.1%	i
COc1ccc(N=C2S/C(=C\c3ccc(Cl)c([N+](=O)[O-])c3)C(=O)N2CCN(C)C)cc1	-2.5	10.4%	-1.7%	-8.5%	-6.6%	-3.3%	-2.9%	?	i
CC(C)(C)c1ccc(C(=O)O/N=C(\N)c2ccccc2)cc1	1.9	18.1%	-0.9%	-1.9%	-6.6%	-0.6%	-11.8%	27.1%	i
COc1ccc(OC)c(NC(=O)CSc2nnc(C3CCCCC3)o2)c1	-1.3	14.4%	-3.3%	5.1%	-1.6%	0.1%	-9.7%	-6.4%	i
O=C(CSc1oc(-c2ccco2)nc1S(=O)(=O)c1ccccc1)NCC1CCCO1 (configuration not stated)	0.7	-1.5%	-4.4%	-0.7%	nt	-0.7%	3.7%	10.6%	-101.0%*
COC(=O)c1sc(NC(=O)c2c(F)cccc2F)c(C#N)c1C	0.7	-6.1%	-4.0%	-6.1%	-23.8%	2.7%	-9.7%	-9.2%	i
O=C(CC1S/C(=N/N=C/C=C/c2ccccc2)NC1=O)Nc1ccc(C(=O)O)cc1 (configuration not stated)	-0.8	6.2%	-0.2%	3.2%	13.6%	-0.1%	-10.9%	-2.2%	i
CCOc1ccc(CN(CCO)CCO)cc1C(=O)OC	-1.0	4.9%	0.5%	-2.6%	3.2%	-0.3%	?	2.1%	i
O=S1(=O)C[C@H]2NC(=S)N(c3ccccc3)[C@H]2C1	-2.3	4.7%	-1.6%	-0.1%	13.8%	-0.3%	3.2%	-6.5%	i
O=C(NCCC1=CCCCC1)C1CCCN(S(=O)(=O)c2cccnc2)C1 (configuration not stated)	-1.6	3.5%	0.8%	15.4%	-0.9%	-0.4%	4.9%	2.0%	i
CC1CCCC(NC(=S)Nc2ccc(SC(F)F)cc2)C1C (configuration not stated)	1.1	1.5%	-0.5%	?	?	4.4%	-19.4%	?	i
CC1=C(C(=O)N2CCOCC2)CC(CC(=O)NCc2cccs2)C(=O)N1Cc1ccc(F)cc1 (configuration not stated)	-3.8	-10.1%	nt	nt	nt	-0.7%	-7.0%	-18.1%	i
Cc1ccc2nc(N3CCC(C(=O)O)CC3)nc(-c3ccccc3)c2c1	-0.4	6.7%	-11.4%	?	5.4%	-0.4%	9.1%	0.5%	i
NC(=O)c1oc2ccccc2c1NC(=O)c1ccccc1	-2.5	3.0%	0.4%	-8.0%	6.8%	?	-6.1%	-0.4%	i
COc1ccc(C)cc1NC(=O)c1cc(S(=O)(=O)N2CCCC2)cn1C	0.8	7.5%	-2.1%	5.5%	3.9%	1.7%	13.0%	-12.1%	i
CC1CCCCN1C(=O)CSc1nnc2c(n1)[nH]c1ccc(F)cc12 (configuration not stated)	1.5	9.9%	-4.7%	3.2%	?	-1.1%	3.7%	6.0%	i
COc1ccc(/C=C(\NC(=O)c2ccc(Cl)cc2)C(=O)NCCCn2ccnc2)cc1OC	-0.7	1.1%	2.7%	0.4%	0.6%	-0.6%	19.7%	2.9%	i
Cc1nn(CC(C)C(=O)N2CCN(S(=O)(=O)c3ccc(Cl)cc3)CC2)c(C)c1C (configuration not stated)	-1.2	8.6%	1.1%	-3.9%	-22.0%	-0.8%	-3.6%	7.0%	i
CCC(C(=O)NCc1cccc(Br)c1)n1nc(C)c2c(C)n(-c3ccccc3)nc2c1=O (configuration not stated)	nt	nt	nt	-1.9%	?	0.9%	nt	-9.2%	nt
Cc1ccccc1N1CC(C(=O)N2CC(C)OC(C)C2)CC1=O (configuration not stated)	0.3	9.8%	0.2%	0.2%	-0.2%	0.3%	0.6%	3.0%	i
Cc1ccc(-n2nnnc2SCC(=O)N2c3ccccc3NC(=O)C2(C)C)cc1	-7.8	5.4%	0.9%	nt	?	2.2%	-6.6%	-12.9%	i
CC(NC(=O)c1ccco1)C12CC3CC(CC(C3)C1)C2 (configuration not stated)	-0.4	7.0%	0.5%	2.5%	-8.7%	-0.8%	-13.1%	-5.3%	i
Cc1nc2sc3c(c2c(=N)n1N)CC(C)(C)OC3	-0.1	7.6%	0.9%	-4.7%	-11.3%	-0.1%	9.5%	2.7%	i
CCn1c(SC/C=C/c2ccccc2)nnc1-c1cnccn1	-2.1	-10.0%	-2.6%	-5.3%	4.6%	0.2%	-1.3%	1.2%	i
COC(=O)C1=NN(c2ccccc2)C2C(=O)N(c3ccccc3OC)C(=O)C12 (configuration not stated)	-4.6	-9.2%	-0.7%	-1.4%	2.8%	-0.3%	6.8%	-1.6%	i
Cn1c(CN2CCOCC2)nc2cc(NC(=O)c3ccc(Cl)cc3)ccc21	1.3	4.2%	0.6%	?	?	0.3%	6.2%	-8.1%	i
Cc1ccc(OCC(=O)N2CCN(S(=O)(=O)c3ccc(Cl)s3)CC2)cc1C	0.5	4.8%	1.0%	-10.4%	?	-0.1%	-6.2%	9.0%	i
CCOc1ccc(/C=N/n2c(COc3ccccc3)n[nH]c2=S)cc1OC	-0.3	4.8%	2.2%	-1.6%	-11.1%	4.0%	-1.1%	43.0%[activator]	i
COc1cc(NC(=O)c2ccc3snnc3c2)cc(OC)c1	0.0	0.5%	1.8%	-0.5%	?	3.4%	-1.9%	-9.1%	i
O=C(O)CC(NC(=O)c1ccco1)c1ccco1 (configuration not stated)	1.0	2.7%	1.7%	0.6%	6.4%	0.2%	18.7%	?	i
Cc1noc(C)c1N=Nc1ccccc1C(=O)O	-2.3	5.5%	1.8%	2.3%	2.5%	0.2%	6.1%	-1.5%	i
O=C(NNc1nc2cc3c(cc2s1)OCO3)c1cccc(F)c1	0.4	4.3%	1.9%	-2.3%	11.6%	5.3%	-4.7%	-7.6%	i
Cc1cc(NC(=O)COc2ccc(C)c(C)c2)no1	-1.4	1.8%	-1.8%	0.2%	?	0.1%	8.6%	0.3%	i
NC(=O)c1nn2c(C(F)(F)F)cc(-c3ccccc3)nc2c1Br	-0.3	4.6%	-0.5%	-4.6%	-22.2%	?	-11.6%	-9.9%	i
Cc1cc(NC(=O)C2CC2)n(-c2nc3ccccc3s2)n1	-3.2	12.8%	0.9%	0.3%	?	25.0%	-3.2%	2.7%	i

A second format for two compounds above:
Order of results: CCT modulator, EPAC2 agonist, Mm-Cpn inhibitor, A549 tox, Nrf2 block, Nrf2 activator, EPAC2 antagonist, TGFb SMAD3 inh, Akt phos inh
Cc1cc(NC(=O)COc2ccc(C)c(C)c2)no1
 : -1.4, 1.8%, -1.8%, 0.2%, ?, 0.1%, 8.6%, 0.3%, i
NC(=O)c1nn2c(C(F)(F)F)cc(-c3ccccc3)nc2c1Br
 : -0.3, 4.6%, -0.5%, -4.6%, -22.2%, ?, -11.6%, -9.9%, i
